Wee1 stabilizer: blocks degradation of human Wee1 kinase. P30291. HeLa Luc-Wee1K328M stability, luciferase luminescence; 100% = proteasome inhibitor MG132 effect. reporter increase, % at 5 µM. 220,000 compounds, 1.2% hits;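 active means activation above the mean of all tested compounds plus 3 SD, set per screening run, cut at about 8.8% in these data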;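 further: cells exposed to compound for 20 h before luminescence read; 0% = DMSO alone and 100% = MG132 at 30 µM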
Target sequence (P30291 whole entry K328M): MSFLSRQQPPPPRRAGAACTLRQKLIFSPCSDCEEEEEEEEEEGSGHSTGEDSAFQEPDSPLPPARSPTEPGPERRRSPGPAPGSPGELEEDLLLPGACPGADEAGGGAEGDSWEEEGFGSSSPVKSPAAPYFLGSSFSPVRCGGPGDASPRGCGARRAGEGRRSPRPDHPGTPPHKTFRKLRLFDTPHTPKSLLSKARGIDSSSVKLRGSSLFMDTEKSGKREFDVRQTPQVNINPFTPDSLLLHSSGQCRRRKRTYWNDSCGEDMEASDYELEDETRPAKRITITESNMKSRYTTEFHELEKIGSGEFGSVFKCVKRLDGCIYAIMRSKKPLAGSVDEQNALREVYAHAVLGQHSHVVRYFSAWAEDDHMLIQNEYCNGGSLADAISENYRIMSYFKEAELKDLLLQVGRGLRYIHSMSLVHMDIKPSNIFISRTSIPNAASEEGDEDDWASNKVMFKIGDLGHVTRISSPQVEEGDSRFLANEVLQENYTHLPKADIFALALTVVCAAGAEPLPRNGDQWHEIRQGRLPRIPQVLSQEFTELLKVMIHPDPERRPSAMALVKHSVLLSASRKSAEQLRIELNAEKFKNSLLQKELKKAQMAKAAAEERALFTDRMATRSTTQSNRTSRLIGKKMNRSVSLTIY
BaF3 parental: reduces parental Ba/F3 cell viability, JAK2V617F counter-screen; CellTiter-Glo ATP luminescence; inhibition, % at 5.6 µM; 220,000 compounds, 1.1% hits; AID 1486;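 active means inhibition above a per-campaign cutoff, the mean inhibition of all tested compounds plus 3 SD, cut at about 27% in these data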;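 further: 0% = DMSO wells and 100% = JAK Inhibitor I control wells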
TNF death inh: inhibitors of TNF-alpha induced necroptosis in Jurkat FADD-/- cells; Jurkat FADD-/- TNF necroptosis rescue, ATP luminescence, 24 h; 0 = TNF only, 100 = no-TNF cells; activation (protection from cell death), % at 10 µM; 220,000 compounds, 0.068% hits; AID 463075;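 active means activation, meaning protection from cell death, of at least 50% relative to plate controls; inactive means activation below 50%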;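 further: necroptosis triggered by 40 ng/mL TNF-alpha added together with compound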
TRPML3 ag: agonists of human TRPML3 channel | HEK293 TRPML3-YFP, Fluo-8 calcium fluorescence; 100% = the carbachol control signal | activation, % at 3 µM | 220,000 compounds, 0.29% hits;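 active means activation above its plate's cutoff, the mean activation of the plate's test wells plus 3 SD, cut at about 12% in these data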;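 further: 0% = DMSO only wells and 100% = carbachol wells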
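Material: HEK293 cells stably carrying human TRPML3-YFP; compound dosing: single dose, 3 µM final nominal compound, 0.3% DMSO final; incubation: 1-h 37 °C dye load, 5-s basal, 120-s post-compound reads; technique: Fluo-8 intracellular calcium fluorescence, excitation 470-495 nm, emission 515-575 nm; read-out basis: percent activation from peak-to-basal fluorescence ratio, scaled between DMSO and carbachol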
Ba/F3 V617F tox: loss of viability in JAK2V617F-driven Ba/F3 cells | inhibition, % at 5.6 µM | Ba/F3 EpoR-JAK2V617F viability, ATP luminescence | 220,000 compounds, 1.1% hits | AID 1446;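 active means inhibition above the campaign mean plus 3 SD over all tested compounds, cut at about 24% in these data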;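 further: cytokine-independent growth of Ba/F3 cells driven by EpoR plus mutant JAK2; 0% = DMSO-treated cells and 100% = JAK inhibitor I control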
RBBP9 inh: inhibitors of human serine hydrolase RBBP9. recombinant RBBP9, FP-Rh probe fluorescence polarization. inhibition, % at 7.94 µM. 220,000 compounds, 0.2% hits;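 active means inhibition above the campaign mean of all tested compounds plus 3 SD, cut at about 14% in these data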;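 further: plate controls were DMSO wells with RBBP9 for no effect and wells lacking RBBP9 protein for full effect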
Target sequence (O75884 whole entry, looked up): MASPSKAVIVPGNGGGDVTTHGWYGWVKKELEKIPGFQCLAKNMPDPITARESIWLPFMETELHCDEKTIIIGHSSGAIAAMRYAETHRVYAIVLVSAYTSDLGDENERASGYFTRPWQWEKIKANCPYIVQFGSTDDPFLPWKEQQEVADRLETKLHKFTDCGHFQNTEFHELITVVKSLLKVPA
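Measured by: FP readout at 525/598 nm; material: recombinant human RBBP9; also added: Serine-hydrolase probe FP-Rh, 375 nM pre-mixing; medium: Tris buffer pH 8.0, NaCl, Pluronic; replication: one well per compound; doses: one concentration, 7.94 µM nominal, 0.794% DMSO; timing: preincubation 30 min plus labeling 45 min at 25 °C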
TRPN1 ag: zebrafish TRPN1 (NompC) channel agonism | HEK293 zebrafish TRPN1-YFP, Fluo-8 calcium fluorescence; 100% = response to 87 µM carbachol | activation, % at 3 µM | 220,000 compounds, 0.18% hits | AID 1424;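 active means activation above its plate's cutoff, the mean activation of test wells on that plate plus 3 SD, cut at about 19% in these data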;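 further: 0% = DMSO alone and 100% = 87 µM carbachol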
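Material: zebrafish TRPN1-YFP in HEK293 cells; Doses: single test compound dose, 3 µM nominal, 0.3% DMSO; Timing: dye loading 1 h at 37 °C, then 30 min room temperature; Technique: intracellular calcium fluorescence with Fluo-8; Benchmarks: high carbachol 87 µM, low DMSO alone.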
CHOP inh: inhibitors of CHOP induction in ER stress response; CHO-K1 CHOP-promoter luciferase, tunicamycin-induced, 15-18 h; inhibition, % at 10 µM; 220,000 compounds, 3.8% hits; AID 2732;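 active means compounds that reduced the stress-induced luciferase reporter signal by more than about 70% of percent inhibition, limit read from the data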;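 further: 0% = tunicamycin plus vehicle and 100% = wells without tunicamycin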
PPC-1+TRAIL kill: PPC-1 cancer cell killing with TRAIL present | PPC-1 cells + TRAIL, ATPLite viability luminescence | cell killing (% activity), % at 4 µM | 220,000 compounds, 0.41% hits;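 active means cell killing above 50% in the first pass at 4 µM, then a duplicate retest at 5 µM averaging 50% or more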;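 further: plate controls were cells with TRAIL plus DMSO for no effect and medium-only wells lacking cells for full effect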
Numbers without * were called inactive; . = not tested or not shown.

Values run as follows: Wee1 stabilizer	BaF3 parental	TNF death inh	TRPML3 ag	Ba/F3 V617F tox	RBBP9 inh	TRPN1 ag	CHOP inh	PPC-1+TRAIL kill
1	C=CCn1c(SCc2c(F)c(F)c(F)c(F)c2F)nc(O)cc1=O
  -3	3	-1.7	1.2	-3	-6	1.6	25	-15
2	O=C(NCc1ccon1)c1ccc(OC2CCN(CCc3ccccc3)CC2)cc1
  0	5	2.4	1.6	-1	-6	2.6	-18	13
3	O=C(Nc1ccccc1)c1cn2ccccc2n1
  0	6	-6.8	-0.1	4	-8	-1.3	21	48
4	CC(C)CNC(=O)COc1ncnc2sccc12
  -2	5	2.4	1.2	0	2	0.6	-7	20
5	O=C(COC(=O)CC12CC3CC(CC(C3)C1)C2)Nc1cccnc1Cl
  -2	3	0.8	-0.5	5	-14	-1.9	3	12
6	CCOc1ncccc1C(=O)N(C)CC1COc2ccccc2O1 (configuration not stated)
  0	1	-1.5	0.2	-4	9	-0.1	3	5
7	Cc1ccc(/C=C2\SC(=S)N(Cc3ccccc3)C2=O)o1
  -3	7	-0.9	0.2	-3	-7	1.1	-42	8
8	COc1cccc(-n2nnc3c(=O)n(Cc4ccc(Cl)cc4)cnc32)c1
  -4	2	-0.3	1.4	3	-6	0.5	47	-21
9	COC(=O)CN(c1ccc(OCc2ccccc2)cc1)S(C)(=O)=O
  -2	10	1.6	0.3	0	-3	-0.8	14	-7
10	CC(=O)Nc1nc2ccccc2n1CCN(C)C
  3	5	-2.7	1.3	0	-6	1.4	8	-14
11	CCCCS(=O)(=O)Nc1ccc(Cc2ccncc2)cc1
  -1	3	-0.1	-0.2	-5	-8	1.7	26	-4
12	O=C(c1ccncc1)c1ccc([N+](=O)[O-])cc1
  2	6	-1.0	0.4	1	0	1.9	12	6
13	O=c1[nH]cnc2c1C1(CCCC1)Cc1ccccc1-2
  3	10	-1.7	-0.8	2	1	-2.4	49	4
14	COc1cc(OC)c2c(c1)S(=O)(=O)C(c1ccccc1)=C2N
  -3	4	0.6	0.2	-2	-6	-0.7	9	12
15	COc1cc(C2C(C#N)=C(C)NC3=C2C(=O)c2ccccc23)cc(OC)c1OC (configuration not stated)
  1	74*	-11	0.1	88*	-2	0.8	.	-27
16	Cn1c(=O)c2c(n(C)c1=O)=NC1(CCCCC1)N=2
  4	2	0.1	-0.2	-5	-12	0.0	19	30
17	O=C(O)c1ccc(COc2cccc(CO)c2)cc1
  -2	2	-2.2	0.3	3	-2	0.4	-7	6
18	CCc1ccccc1NC(=S)N(CCCN1CCN(C)CC1)Cc1cccs1
  -3	-1	1.5	0.8	-4	-6	0.4	11	18
19	COc1cc(/C=C2\SC(c3ccccc3)=NC2=O)cc(Cl)c1O
  2	0	-8.5	0.6	0	3	0.1	-16	4
20	CC(C)Cc1nc(N2CCCCC2)c(C#N)c2c1CCC2
  1	1	-0.1	0.8	0	0	-0.1	43	-4
21	Cc1ccc(OCC(=O)NCc2ccccc2)c([N+](=O)[O-])n1
  -2	5	0.2	0.6	0	-6	1.0	-19	0
22	CC(=O)N1[C@@H]2CC3C4CC=C5C[C@@H](O)CC[C@]5(C)C4CC[C@]3(C)[C@@]21C(C)=O (some centres not stated)
  0	3	-0.3	1.1	-3	-2	2.2	-11	11
23	COc1ccc(Cl)cc1N(CC(=O)Nc1ccc2c(c1)OCO2)S(C)(=O)=O
  -3	1	-2.1	0.3	1	-7	0.7	31	-19
24	COC(=O)CC(NC(=O)c1ccco1)c1cccc2ccccc12 (configuration not stated)
  -1	1	0.0	0.1	-1	0	-1.3	28	16
25	CC(=O)Nc1ccc(C(=O)OCc2ccc(Cl)cc2)cc1
  -1	2	-2.2	0.1	-2	-4	-1.1	-19	22
26	Cc1cc(C(=O)CCl)c(C)n1-c1cccc([N+](=O)[O-])c1
  -1	4	-13	0.5	-3	-6	-0.9	104*	-4
27	Oc1ccc(-c2nc3cnccn3c2Nc2ccc3c(c2)OCCO3)cc1
  -3	25	-1.4	-1.1	20	-5	1.0	-24	26
28	S=C(NCCN1CCOCC1)Nc1cccc2ccccc12
  1	7	-1.9	0.5	0	-8	-2.4	2	-8
29	Cc1cc(NC(=O)COC(=O)COc2ccc3c(c2)CCC3)no1
  2	2	3.6	0.2	-1	1	-1.5	66	-3
30	CCOC(=O)c1oc2ccccc2c1NC(=O)CN1CCN(C)CC1
  0	5	-1.6	1.1	2	-14	0.8	4	25
31	COc1ccc(C(OC(=O)c2ccco2)C(=O)NCc2ccco2)cc1 (configuration not stated)
  -2	2	5.2	-0.4	5	-5	0.2	-3	22
32	CC(=O)N(Cc1cccs1)Cc1cc2ccc(C)c(C)c2nc1Cl
  -2	8	0.3	0.8	-1	-9	0.9	45	25
33	Cc1ccc(S(=O)(=O)NC(C)(C)CSc2ncccn2)cc1
  1	7	-0.5	-0.5	2	2	1.2	11	8
34	Cc1[nH]n2c(=O)cc(-c3ccc([N+](=O)[O-])cc3)nc2c1-c1ccccc1
  0	10	-0.7	-0.6	3	5	1.1	.	.
35	Cc1nn(CC(=O)Nc2ccc(N(C)C)cc2)c(C)c1[N+](=O)[O-]
  -3	8	1.8	0.4	-1	6	0.7	34	19
36	FC(F)(F)c1cccc(NCc2cn3cccnc3n2)c1
  0	9	-0.5	-0.5	4	5	0.3	37	4
37	COc1ccccc1NS(=O)(=O)c1ccc(Cl)c(NC(=O)CN2C(=O)c3ccccc3C2=O)c1
  0	3	1.4	-0.2	-2	-12	0.2	8	-11
38	O=C(NC(=O)c1cccc(Cl)c1)OC[C@@H]1CCCN2CCCCC12 (some centres not stated)
  -1	1	1.0	0.1	-4	-4	1.4	-26	1
39	COc1ccc(/C=C(/NC(=O)/C=C/c2ccccc2)C(=O)N2CCOCC2)cc1
  2	5	2.3	1.2	1	-7	2.5	18	13
40	O=[n+]1cc(-c2ccc(Cl)cc2)n([O-])c2c1CCC2
  8	-5	0.2	1.5	1	-1	1.0	-5	13
41	CCC(=O)OCCNc1cc(Sc2nc3ccccc3s2)c2nonc2c1[N+](=O)[O-]
  -1	3	-26	1.4	-4	0	-0.5	113*	-17
42	O=C1CC(c2ccccc2)n2ncnc2N1 (configuration not stated)
  0	6	0.1	0.4	3	-2	-0.2	12	11
43	COc1ccc(CNC(=O)CCS(=O)(=O)Cc2cccc(Cl)c2)c(OC)c1
  2	9	-0.6	-0.4	8	-8	-0.9	-4	0
44	CC1CCCCN1CC(=O)NCc1ccc2c(c1)OCO2 (configuration not stated)
  -4	-1	0.8	1.0	-3	-10	0.1	13	17
45	Cn1c(-c2ccc3c(c2)OCO3)cnc1NCc1cccc(Cl)c1
  2	5	0.6	-0.2	6	-10	0.1	26	14
46	Cc1sc2nc(CN(C(=O)NCc3ccccc3)C3CCCC3)[nH]c(=O)c2c1C
  0	-2	0.5	-0.6	-1	9	-1.8	19	1
47	O=[N+]([O-])c1ccc2c(c1Nc1ccccc1Cl)=NC1(CCCCC1)N=2
  -3	5	-4.9	0.1	1	-9	-1.1	17	22
48	O=[N+]([O-])c1ccccc1-c1ccc(C(=S)N2CCCC2)o1
  4	7	-2.2	0.0	2	-3	0.3	4	20
49	CCC(C)NC(=O)C(CCSC)NC(=O)c1ccccc1 (configuration not stated)
  0	4	1.4	0.5	-2	1	0.0	5	-6
50	CCCNC(=O)Nc1cc(OCC)c(N2CCOCC2)cc1OCC
  4	4	-0.2	1.3	0	-6	-0.1	4	14
51	COc1ccc(/C=N/NC(=O)c2nonc2N)cc1OC
  1	3	-1.2	1.3	0	-2	1.2	-30	15
52	CC(C)C(=O)N1CCN(c2cc(N3CCN(C)CC3)c(F)cc2[N+](=O)[O-])CC1
  4	12	1.2	1.7	9	3	-0.2	8	.
53	c1ccc2c(c1)Cc1cc(CN3CCOCC3)ccc1-2
  0	5	0.6	2.2	-5	2	1.8	2	-12
54	COC(=O)CN(c1c(C)cccc1C)S(C)(=O)=O
  0	8	0.2	1.4	3	4	2.3	-4	10
55	COc1ccccc1OCCn1c(=O)n(C)c2ccccc21
  0	5	-0.4	-0.2	-2	1	0.0	-5	27
56	O=Nc1c(O)n(Cc2c(Cl)cccc2Cl)c2ccccc12
  1	14	0.3	0.9	2	-57	-1.9	91*	-11
57	CN(Cc1ccccc1)c1nc2c(c(=O)[nH]c(=O)n2C)n1CCCc1ccccc1
  -2	12	-10	-2.0	5	-3	-3.5	46	16
58	Cc1nn(-c2ccccc2)c2nc3c(cc12)C(=O)CCC3
  4	3	0.9	0.7	-3	-2	-1.2	37	3
59	O=C(Cn1cnc2ccccc2c1=O)c1ccc(Br)cc1
  0	0	2.1	0.2	4	5	0.7	-5	-11
60	CC1(c2ccccc2)CC(C)(C)N(C(=O)C2CCCO2)c2ccccc21 (configuration not stated)
  3	-1	0.0	-1.3	-4	-2	-1.8	-22	24

(cont.)
Values run as follows: Wee1 stabilizer	BaF3 parental	TNF death inh	TRPML3 ag	Ba/F3 V617F tox	RBBP9 inh	TRPN1 ag	CHOP inh	PPC-1+TRAIL kill
61	CCOc1ccc(NC(=S)NC(=O)/C=C/c2ccc(C)cc2)c([N+](=O)[O-])c1
  4	0	-1.8	-0.6	-5	-1	-1.6	63	17
62	CCN(CC)C(=O)CN(c1ccc2c(c1)OCO2)S(C)(=O)=O
  -3	3	4.0	0.2	0	-4	-1.1	1	0
63	O=C(O)COc1ccccc1/C=N/NC(=O)c1cccc(S(=O)(=O)Nc2cccc(Cl)c2)c1
  0	6	0.5	0.0	-1	-4	0.1	-4	20
64	Cc1csc(SCC(=O)O)n1
  0	6	0.0	0.5	3	-2	1.4	-27	3
65	O=C(NNS(=O)(=O)c1ccccc1C(F)(F)F)c1cc2ncc(C(F)(F)F)cc2s1
  -1	-6	-2.4	0.1	-1	0	0.1	0	23
66	CC(=O)NC(C)C12CC3CC(CC(CC(=O)O)(C3)C1)C2 (configuration not stated)
  -1	6	-1.5	0.9	1	-5	0.2	-17	14
67	COC(=O)c1ccccc1NC(=O)c1nc2nc(C)cc(C(F)F)n2n1
  -2	-1	-1.4	-0.1	0	-7	0.4	8	-11
68	Cc1ncsc1CCOC(=O)C12CC3CC(CC(C3)C1)C2
  -2	0	-3.5	0.3	0	-9	-0.8	3	2
69	O=c1oc(-c2cccs2)nc2ccc(Cl)cc12
  -1	8	-0.1	-0.4	3	-4	1.9	-1	11
70	Cc1ccc(S(=O)(=O)N(C)CCCC(=O)Nc2ccc(F)cc2)cc1
  0	5	-1.9	0.8	1	-6	0.4	17	-6
